# Source: PubChem BioAssay (NMMLSC)
# MEP2 TOR yeast: modulators of TOR pathway MEP2-GFP in S. cerevisiae; AID 2016; S. cerevisiae MEP2-GFP strain, flow cytometry GFP, 3 h; 100% = DMSO control level; 330,000 compounds, 0.51% hits; GFP response vs DMSO, % at 10 µM;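 active = GFP response versus DMSO above a set limit, roughly screen mean plus 3 SD, cut at about 180% in these data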;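 also: median GFP fluorescence of the barcode-gated MEP2-GFP cells per well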
# CIT2 TOR yeast: yeast TOR pathway CIT2-GFP modulation. S. cerevisiae CIT2-GFP strain, flow cytometry, 3 h; 100 means same as DMSO wells. GFP response vs DMSO, % at 10 µM. 320,000 compounds, 0.065% hits. AID 2029;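 active = GFP response relative to DMSO above a set limit, near the screen mean plus 3 SD, cut at about 150% in these data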;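 also: ratio of well median GFP fluorescence to mean of DMSO wells on the plate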
# VLA-4 inh: inhibition in a human VLA-4 binding assay | P13612 | VLA-4 expressing cells, ligand binding flow cytometry | inhibition, % (about 7 µM as worked out from the volumes in the protocol) | 330,000 compounds, 0.2% hits; in the data active = inhibition above about 50%
# Target sequence (P13612 whole entry, looked up): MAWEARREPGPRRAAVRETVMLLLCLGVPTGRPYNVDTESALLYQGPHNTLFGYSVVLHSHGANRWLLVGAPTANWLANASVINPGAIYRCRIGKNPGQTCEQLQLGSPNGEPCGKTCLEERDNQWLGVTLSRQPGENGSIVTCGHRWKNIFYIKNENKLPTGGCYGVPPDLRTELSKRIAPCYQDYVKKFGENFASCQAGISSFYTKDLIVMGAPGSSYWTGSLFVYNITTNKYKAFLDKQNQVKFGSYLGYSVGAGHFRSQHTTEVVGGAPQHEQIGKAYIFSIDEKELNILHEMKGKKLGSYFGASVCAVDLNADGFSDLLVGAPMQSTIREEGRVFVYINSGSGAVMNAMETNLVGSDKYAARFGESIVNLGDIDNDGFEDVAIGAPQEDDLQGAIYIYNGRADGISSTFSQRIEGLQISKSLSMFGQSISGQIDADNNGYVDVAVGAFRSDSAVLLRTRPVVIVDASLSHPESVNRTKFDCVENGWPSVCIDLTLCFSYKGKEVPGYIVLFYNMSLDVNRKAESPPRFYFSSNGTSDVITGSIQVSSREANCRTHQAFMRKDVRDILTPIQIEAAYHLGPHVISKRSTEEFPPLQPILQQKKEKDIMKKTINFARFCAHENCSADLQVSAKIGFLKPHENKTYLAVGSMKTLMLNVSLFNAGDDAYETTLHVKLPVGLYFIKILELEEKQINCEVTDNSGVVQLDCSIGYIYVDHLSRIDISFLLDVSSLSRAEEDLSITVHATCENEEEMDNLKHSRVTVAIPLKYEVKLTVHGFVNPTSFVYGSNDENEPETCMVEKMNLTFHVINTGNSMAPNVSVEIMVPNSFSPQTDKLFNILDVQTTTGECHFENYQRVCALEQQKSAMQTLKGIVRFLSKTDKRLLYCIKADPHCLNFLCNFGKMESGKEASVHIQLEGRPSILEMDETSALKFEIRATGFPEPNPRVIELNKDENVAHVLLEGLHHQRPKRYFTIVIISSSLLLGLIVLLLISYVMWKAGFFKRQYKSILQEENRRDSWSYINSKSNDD
# RPL19A-GFP yeast: modulators of TOR pathway RPL19A-GFP in S. cerevisiae; S. cerevisiae RPL19A-GFP strain, flow cytometry, 3 h; hits give low values; 330,000 compounds, 0.3% hits; percent response vs DMSO, % at 10 µM;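 active = percent response vs DMSO below 50%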;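 also: median channel GFP fluorescence of the barcoded RPL19A-GFP strain; ratio of sample median GFP to plate DMSO average so 100% = DMSO; lower means less RPL19A-GFP as with rapamycin TOR inhibition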
# GRK2 inh: blocks RNA aptamer binding to human GRK2. P25098. bead flow cytometry, FAM-aptamer displacement from GRK2. inhibition of aptamer binding, % at 10 µM. 330,000 compounds, 0.59% hits. AID 488847;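 active = inhibition of aptamer binding above 40%, roughly 3 SD of noise, on plates passing a quality check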;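 also: median bead fluorescence of bound FAM aptamer so fluorescent compounds give negative values; no value below 0 was filed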
# LAP4-GFP MLPCN: alters LAP4-GFP fluorescence in TOR pathway yeast screen. GFP response vs DMSO, % at 10 µM. 320,000 compounds, 0.34% hits. S. cerevisiae LAP4-GFP multiplex, flow cytometry GFP, 3 h; median GFP as percent of DMSO wells. AID 2023;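 active = GFP response vs DMSO above a set limit, about the screen mean plus 3 SD, cut at about 150% in these data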
# CR mimetic SO: caloric restriction mimetics inhibiting age-related superoxide in yeast. S. cerevisiae aged cells, superoxide DHE fluorescence; hits give low values. superoxide response (% of plate mean), % at 10 µM. 330,000 compounds, 0.18% hits. AID 2690;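 active = superoxide response under a set limit, about three screen SD below normal, cut at about 65% in these data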;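 also: yeast aged for seven days with compound at 30 °C before DHE staining; 100% = average MFI of all compound-treated wells on the plate with controls excluded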
# AGP1 TOR yeast: alters AGP1-GFP fluorescence in TOR pathway yeast screen; S. cerevisiae AGP1-GFP multiplex flow cytometry, 3 h; GFP as percent of DMSO wells; GFP response vs DMSO, % at 10 µM; 320,000 compounds, 0.02% hits;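 active = GFP response relative to DMSO above a set limit, near screen average plus 3 SD, cut at about 150% in these data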;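 also: median GFP channel fluorescence of the gated AGP1 strain per well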
# * marks the source's active call; other numbers are inactive results; nt = no result given. Compounds were not picked by outcome; overall some 1.7% were active at least once.
SMILES,MEP2 TOR yeast,CIT2 TOR yeast,VLA-4 inh,RPL19A-GFP yeast,GRK2 inh,LAP4-GFP MLPCN,CR mimetic SO,AGP1 TOR yeast
COc1ccc(-c2c3c(=O)n(C)c(=O)n(C)c3cn2-c2cc(OC)ccc2OC)cc1,105,104,8,103,4,98,117,104
COc1ccc(CCNC(=O)CSCC(=O)Nc2ccccc2)cc1OC,103,98,2,102,1,112,102,106
COc1ccc(/C=C/C(=O)NC(=S)NNC(=O)c2ccco2)cc1OC,105,90,11,100,0,98,98,102
CC(NC(=O)COC(=O)c1ccc(Cl)cc1O)c1ccc(F)cc1 (stereo unspecified),99,97,4,102,0,94,102,96
CN1CCC(OC(=O)C23CCC(C)(C(=O)O2)C3(C)C)CC1 (stereo unspecified),99,108,1,97,4,90,96,105
CCCn1c(N)c(N(CCOC)C(=O)c2cc(C)cc(C)c2)c(=O)[nH]c1=O,101,105,44,107,0,96,94,104
CC(=O)C[C@H](O)CC(=O)[C@@H]1OC(=O)CCCCCCCCc2ccccc21,96,85,-15,93,0,103,110,88
CN(C)C=Nc1ncc2c3ccccc3n(CCN(C)C)c2c1C#N,96,99,-10,92,0,92,105,89
CC(=O)n1nc(-c2ccco2)nc1N,92,101,-1,99,1,108,110,98
CCOC(=O)Cc1csc(NS(=O)(=O)c2ccc(SC)cc2)n1,95,91,11,96,0,91,99,94
COc1ccc(Br)cc1CN1C(=O)NC2(CCCCCC2)C1=O,88,90,-1,92,1,87,103,87
CCCC(=O)Nc1cnc(NC(=O)c2cccc(F)c2)cc1C,102,97,-9,102,2,102,95,106
COc1cc(/C=N/NC(=O)CSc2cc(C)c(Br)cc2C)ccc1O,113,118,6,111,0,85,110,112
O=C(COc1nsnc1N1CCOCC1)Nc1ccc([N+](=O)[O-])cc1,98,101,-2,101,0,98,86,105
Cc1cc(=O)[nH]c(=S)[nH]1,93,93,16,95,1,95,109,90
COc1ccc(S(=O)(=O)N2CCCN(CC(=O)Nc3ccc(OC)c(Cl)c3)CC2)cc1,107,107,-37,101,0,103,100,103
CC(C)N1CCN(Cc2cc(F)ccc2-n2cccn2)CC1CCO (stereo unspecified),101,101,0,96,3,98,104,104
COc1cccc2cc(C(N)=O)/c(=N/NC(=O)COc3ccc(Cl)cc3)oc12,83,94,14,103,0,96,94,97
COc1ccccc1Nc1nc(N)nc(CSc2nccn2C)n1,106,112,8,116,4,94,88,107
CC1(C)Cc2cccc(OCC(=O)N3CCN(S(=O)(=O)c4ccc(F)cc4)CC3)c2O1,100,96,9,96,5,98,96,97
Cc1ccccc1-n1cc(CNC(=O)CC2C(=O)NCCN2C/C=C/c2ccccc2)cn1 (stereo unspecified),98,103,2,98,0,104,79,106
Cc1nn(C)c(C)c1S(=O)(=O)N(CC(=O)NCCCN1CCC(C)CC1)c1ccc(C(C)C)cc1,113,99,6,101,2,106,120,103
CC(C)Cn1c(SCC(=O)N2CCCCC2)nc2ccccc2c1=O,98,98,2,102,7,102,116,100
CC(NC(=O)Cn1cc(C(=O)C2CC2)c2ccccc21)c1ccccc1 (stereo unspecified),100,102,4,102,0,105,98,104
COc1ccc(C(=O)N/N=C/c2ccc(OC)c(CN3CCN(c4ccc(F)cc4)CC3)c2)cc1,94,90,-6,96,2,96,96,95
Cc1oc(-c2ccc(Cl)cc2)cc1-c1nn2c(-c3ccoc3C)nnc2s1,100,105,-10,nt,6,103,100,96
Cc1ccc(C(=O)Nc2c(C)cc(-c3ccccc3)oc2=O)cc1,98,102,7,101,2,103,91,99
CCN(Cc1ccccc1)C(=O)c1cccc(OC2CCN(C(=O)C3CC3)CC2)c1,103,99,-5,106,1,98,97,103
COc1ccc(/C=N/NC(=O)c2cccc(NC(C)=O)c2)c(C(=O)O)c1OC,108,106,43,111,10,102,91,105
C/C(CC(=O)Nc1cccc(Cl)c1Cl)=N\NC(=O)c1ccccc1N,102,101,0,106,0,104,90,97
CC(C)c1nnc(NC(=O)C2CCN(C(=O)c3ccco3)CC2)s1,112,100,3,102,1,111,96,101
Cc1ccc(NS(=O)(=O)c2ccc(-c3coc(C)n3)cc2)c(C)c1,109,101,19,101,9,98,84,102
CC(Oc1ccc(Cl)cc1Cl)C(=O)NCCCN(C)C (stereo unspecified),91,nt,4,97,0,91,103,96
CN(C)c1nc(Nc2ccc(F)cc2)nc(Oc2ccc(F)cc2)n1,95,104,1,106,0,87,95,103
C=CCSc1n[nH]c(-c2ccc(OCCC)cc2)n1,97,88,2,96,4,120,97,95
Cc1ccc(S(=O)(=O)N2CCCCC2)cc1NC(=O)C1CCC1,106,106,4,104,3,100,87,103
CCN(CC)S(=O)(=O)c1ccc(N2CCOCC2)c(NS(=O)(=O)c2ccc(C)cc2)c1,117,101,6,96,0,125,106,111
COc1ccccc1NC(=O)COc1ccc(C(F)(F)F)cc1[N+](=O)[O-],103,86,6,95,0,99,91,93
Clc1cccc(NCc2nnc(SCc3ccccc3)o2)c1,103,95,10,96,0,117,101,nt
c1ccc(Cn2cc(-c3ccccc3)cn2)cc1,99,106,-14,102,6,113,98,104
COc1ccccc1CCC(=O)OCC(=O)N1CCN(S(=O)(=O)c2ccc(C)cc2C)CC1,110,108,5,103,2,105,99,108
CN(C)c1nc(SCc2ccccc2Cl)nc2c1CCCC2,110,102,3,102,1,102,93,nt
COc1ccc(NC(=O)c2sc(SCc3ccccc3)nc2N)cc1,114,94,8,105,1,104,97,101
COc1cccc2cc(C(=O)CS(=O)(=O)c3ccc(C)cc3)c(=O)oc12,107,80,6,94,3,100,104,103
CCc1cc2c(=O)n(CC)c(SC(C)C(=O)Nc3c(C)n(C)n(-c4ccccc4)c3=O)nc2s1 (stereo unspecified),106,109,10,101,1,100,101,111
CCOC(=O)C(CSCC(=O)c1ccc(Cl)cc1Cl)NC(=O)OC(C)(C)C (stereo unspecified),98,91,12,101,2,98,93,100
O=C(COc1ccccc1)NCC(c1cccs1)N1CCOCC1 (stereo unspecified),98,93,6,97,0,98,111,93
CCCc1ccc(C(=O)NNc2ccc(F)cc2)cc1,94,93,0,101,4,110,91,101
COc1ccc(C2NC(=O)NC(C)=C2C(=O)OC2CCCCC2)cc1OC (stereo unspecified),103,107,7,99,6,104,109,107
Cc1ccc(NC(=O)Nc2cc(S(=O)(=O)N(C)C)ccc2C)cc1,117,101,18,102,0,103,85,106

# Carrying on:
SMILES,MEP2 TOR yeast,CIT2 TOR yeast,VLA-4 inh,RPL19A-GFP yeast,GRK2 inh,LAP4-GFP MLPCN,CR mimetic SO,AGP1 TOR yeast
CN(Cc1nc(-c2cccs2)no1)CC1COCCO1 (stereo unspecified),109,108,4,106,4,101,107,103
NC(=O)c1c(NC(=O)c2ccncc2)sc2c1CCCCCC2,99,104,-6,102,0,95,92,102
Cc1onc(-c2ccccc2Cl)c1C(=O)N1CCN(C)CC1,101,99,7,107,0,98,93,101
O=C(Cn1c(=S)[nH]c2ccccc2c1=O)N1CCN(c2ccccc2)CC1,108,97,4,98,4,91,99,101
Brc1cc2c(cc1/C=N/Nc1nc(N3CCCC3)nc(N3CCOCC3)n1)OCO2,97,95,-19,96,0,108,93,100
CCOC(=O)C1CCN(S(=O)(=O)c2cnc[nH]2)CC1,99,nt,-1,102,13,100,104,104
Cc1ccc(S(=O)(=O)NC(=O)c2cccc(C)c2)cc1,85,80,-2,98,1,94,102,84
O=C(CCCCCCCC(=O)NCC1CCCO1)NCC1CCCO1 (stereo unspecified),124,98,-4,91,0,105,86,55
CCCN(CCC)C(=O)CSc1nc2n[nH]c(C)c2c(=N)n1-c1ccc(OCC)cc1,100,102,-3,97,5,94,116,102
CCc1ccccc1NC(=O)N1CCC(NC(=O)C(Cc2ccc(OC)c(OC)c2)NC(C)=O)CC1 (stereo unspecified),109,106,-12,99,0,101,97,101

# At a glance, 16 of the compounds above:
SMILES,MEP2 TOR yeast,CIT2 TOR yeast,VLA-4 inh,RPL19A-GFP yeast,GRK2 inh,LAP4-GFP MLPCN,CR mimetic SO,AGP1 TOR yeast
COc1ccc(NC(=O)c2sc(SCc3ccccc3)nc2N)cc1,114,94,8,105,1,104,97,101
COc1cccc2cc(C(=O)CS(=O)(=O)c3ccc(C)cc3)c(=O)oc12,107,80,6,94,3,100,104,103
CCc1cc2c(=O)n(CC)c(SC(C)C(=O)Nc3c(C)n(C)n(-c4ccccc4)c3=O)nc2s1 (stereo unspecified),106,109,10,101,1,100,101,111
CCOC(=O)C(CSCC(=O)c1ccc(Cl)cc1Cl)NC(=O)OC(C)(C)C (stereo unspecified),98,91,12,101,2,98,93,100
O=C(COc1ccccc1)NCC(c1cccs1)N1CCOCC1 (stereo unspecified),98,93,6,97,0,98,111,93
CCCc1ccc(C(=O)NNc2ccc(F)cc2)cc1,94,93,0,101,4,110,91,101
COc1ccc(C2NC(=O)NC(C)=C2C(=O)OC2CCCCC2)cc1OC (stereo unspecified),103,107,7,99,6,104,109,107
Cc1ccc(NC(=O)Nc2cc(S(=O)(=O)N(C)C)ccc2C)cc1,117,101,18,102,0,103,85,106
CN(Cc1nc(-c2cccs2)no1)CC1COCCO1 (stereo unspecified),109,108,4,106,4,101,107,103
NC(=O)c1c(NC(=O)c2ccncc2)sc2c1CCCCCC2,99,104,-6,102,0,95,92,102
Cc1onc(-c2ccccc2Cl)c1C(=O)N1CCN(C)CC1,101,99,7,107,0,98,93,101
O=C(Cn1c(=S)[nH]c2ccccc2c1=O)N1CCN(c2ccccc2)CC1,108,97,4,98,4,91,99,101
Brc1cc2c(cc1/C=N/Nc1nc(N3CCCC3)nc(N3CCOCC3)n1)OCO2,97,95,-19,96,0,108,93,100
CCOC(=O)C1CCN(S(=O)(=O)c2cnc[nH]2)CC1,99,nt,-1,102,13,100,104,104
Cc1ccc(S(=O)(=O)NC(=O)c2cccc(C)c2)cc1,85,80,-2,98,1,94,102,84
O=C(CCCCCCCC(=O)NCC1CCCO1)NCC1CCCO1 (stereo unspecified),124,98,-4,91,0,105,86,55

# Carrying on:
SMILES,MEP2 TOR yeast,CIT2 TOR yeast,VLA-4 inh,RPL19A-GFP yeast,GRK2 inh,LAP4-GFP MLPCN,CR mimetic SO,AGP1 TOR yeast
NC(=O)C[n+]1cccc(/C=N/O)c1,107,117,0,102,0,101,112,111
Cc1ccc(NS(=O)(=O)c2cc3[nH]c(=O)c(=O)[nH]c3cc2C)c(C)c1,94,98,8,98,3,102,97,102
O=C1OC(N2CCN(C(=O)c3ccco3)CC2)c2ccccc21 (stereo unspecified),102,105,9,101,0,97,93,103
N#Cc1cc2c(nc1SCC(O)CS(=O)(=O)Cc1ccc(Cl)cc1)CCCC2 (stereo unspecified),103,96,-6,98,4,98,99,100
CCOc1cc(-c2nc3cc(C)ccn3c2NCC2CCCO2)ccc1O (stereo unspecified),100,98,2,97,0,92,114,98
C[C@@H](O)C1NC(=O)[C@H](CCCCN)NC(=O)c2cc([N+](=O)[O-])cc(I)c2OCC[C@@H](C(N)=O)NC1=O (stereo partly specified),102,94,1,99,0,106,108,102
